Source: PubChem BioAssay
TDP43 rescue: TDP-43 toxicity inhibition in yeast. Potency, µM (highest dose often 46.1 µM), for the others: top-dose growth rescue (activation), hits mostly activators. TDP-43 expressing yeast growth rescue, BacTiter-Glo, 24 h. AID 652104. 1.8% of 410,000 active; further: potency means the concentration at half of the fitted maximal effect; % of control where 0% means no effect; nearly all actives have a fitted effect of over 50% in size
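Growth rescue of TDP-43-toxic yeast measured as ATP luminescence (BacTiter-Glo). Cells grown to mid-log in raffinose, induced in galactose at OD600=0.02, exposed to compound 24 hr at 30 deg C.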
Abeta rescue: compounds reversing amyloid beta toxicity in yeast; AID 1347071; Potency, µM (doses to about 46.1 µM), inactives show at the highest dose growth rescue, actives largely listed as activators; 0.063% of 410,000 active; yeast expressing A-beta42, growth rescue, OD600, 48 h; response scale: 0% DMSO, 100% iron-clioquinol control; further: potency means the concentration at half of the fitted maximal effect; nearly all actives have a fitted effect of over 55% in size
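Yeast growth medium received pinned compounds, then yeast cells expressing toxic A-beta were added; plates incubated at 30 C for 48 hr. Growth read as absorbance at 600 nm, normalized to DMSO and equimolar FeCl3 plus clioquinol controls.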
EPAC2 antagonist: EPAC2 (human) antagonism; Q8WZA2; EPAC2 GEF exchange of Rap1B-BODIPY-GDP, fluorescence; Potency, µM (doses to about 114 µM), inactives show top-dose activity, negative = inhibition, actives largely listed as inhibitors; 0.18% of 360,000 active; AID 720708; further: potency means the concentration at half of the fitted maximal effect; on the % scale 0 is the no-effect control and ±100 the full control effect; nearly all actives have a fitted effect of over 45% in size; many of its hits are not listed in these tables
DRD3 antagonist: blocks the human D3 dopamine receptor; P35462; D3R cells, DiscoveRx beta-arrestin luminescence, antagonist mode; active compounds read low; max response, negative = inhibition, %; 2.5% of 360,000 active; AID 652054; in the data active means max response below about -50%; inconclusive means no clear call, values can overlap the other calls; further: on the % scale 0 is the no-effect control and ±100 the full control effect; mostly tested at two doses, the higher about 12 µM
Target sequence (P35462 whole entry, looked up): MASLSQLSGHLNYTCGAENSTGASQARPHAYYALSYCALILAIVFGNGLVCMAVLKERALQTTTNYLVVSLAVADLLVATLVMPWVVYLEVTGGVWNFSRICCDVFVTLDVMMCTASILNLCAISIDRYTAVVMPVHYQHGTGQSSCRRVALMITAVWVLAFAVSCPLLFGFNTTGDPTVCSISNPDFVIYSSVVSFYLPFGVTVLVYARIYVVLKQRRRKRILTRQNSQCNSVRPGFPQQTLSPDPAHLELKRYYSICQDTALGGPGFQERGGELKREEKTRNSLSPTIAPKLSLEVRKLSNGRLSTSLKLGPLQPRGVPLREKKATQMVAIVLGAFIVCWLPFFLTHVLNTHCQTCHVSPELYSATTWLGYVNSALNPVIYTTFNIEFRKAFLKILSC
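Cells plated overnight at 1500 cells/well, then exposed to library compounds with dopamine controls for 90 minutes at 37 degrees C. DiscoveRx reagent added for 30–60 minutes at room temperature; luminescence read, quantitative HTS format.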
FUS suppressor: rescues growth of FUS-expressing yeast | AID 1347120 | S. cerevisiae FUS-expressing, growth rescue, OD600, 24 h | Potency, µM (top dose mostly 76.6 µM), for the others: top-dose growth rescue (activation), actives largely listed as activators | 0.24% of 390,000 active;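 further: potency means the concentration at half of the fitted maximal effect; plate controls were DMSO vehicle for no effect and reference control for full effect; nearly all actives have a fitted effect of over 55% in size; some results filed as inactive show a strong effect at the top dose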
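Yeast expressing FUS under galactose induction, OD 0.005 in 2% galactose medium; compounds in a dilution series, 24 h at 30C. Growth rescue by absorbance at 600 nm; CP55940 positive control, DMSO negative.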
D3 ag: activates the human D3 dopamine receptor | D3R DiscoveRx beta-arrestin cells, luminescence, 90 min | max activation, % | 0.58% of 410,000 active; in the data active means max activation above about 30%; further: 0% is about no effect; mostly tested at two doses, the higher about 12 µM
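Cells at 1500/well, incubated overnight, then treated with pinned compounds (dopamine as control) for 90 min at 37 degrees C. DiscoveRx reagent added for 30 - 60 minutes at room temperature; luminescence read.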
aSyn rescue: inhibitors of alpha-synuclein toxicity in yeast; Yeast expressing alpha-synuclein, growth rescue, BacTiter-Glo, 24 h; Potency, µM (series often up to 46.1 µM), inactives show at the top dose growth rescue (activation), usual class: activators; 0.14% of 370,000 active; AID 652106; further: potency means the concentration at half of the fitted maximal effect; % of control where 0% means no effect; nearly all actives have a fitted effect of over 65% in size
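Readout is rescue of growth in alpha-synuclein-expressing yeast, so inhibitors of toxicity appear as activators. Growth after 24 hr at 30 deg C in galactose medium is quantified by luminescence.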
EPAC2 agonist: agonists of human EPAC2 (RAPGEF4); Q8WZA2; EPAC2 activation, biochemical qHTS; response scale: 100% = 6.5 mM cAMP response; Potency, µM (doses to about 154 µM), for inactives: at the highest dose activation, actives largely listed as activators; 0.079% of 360,000 active; further: potency means the concentration at half of the fitted maximal effect; nearly all actives have a fitted effect of over 50% in size
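qHTS, titration series. 100 nM EPAC2 / 250 nM Rap1B-BODIPY-GDP / 50 uM GDP; RT; ex 480/em 540 nm, 5-min reads to 30 min. Norm. to 6.5 mM cAMP = activation.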
Starred values were filed as active, the others as inactive; ? = inconclusive; . = not tested or not shown; [ ] = remark or other dose. Unless noted, the call rests on the fitted dose curve; in most records, active means well fitted curve in the direction sought with a large enough effect; inconclusive means small, poorly fitted or top-dose-only effect, or another doubt; inactive means no such curve, though single readings can be large; an effect the other way counts as inactive or inconclusive. Some of the compounds tested. The share of hits here may be higher or lower than overall.

SMILES	TDP43 rescue	Abeta rescue	EPAC2 antagonist	DRD3 antagonist	FUS suppressor	D3 ag	aSyn rescue	EPAC2 agonist
CNC(=O)NC(=O)CSc1ccc(S(=O)(=O)N2CCOCC2)cn1	1%	-13%	0%	22	-1%	5	-10%	1%
Cn1nc(C(=O)NCc2ccc(F)cc2)c2ccccc2c1=O	?	0%	-6%	17	12%	-2	0%	3%
CCCC/C=C/C(NC(=O)c1ccc(C(=O)OC)cc1)c1ccccc1 (stereo not given)	15%	7%	-13%	-21	4%	-1	1%	3%
COc1ccccc1-c1sc2ccccc2c1-c1cnc(N2CCOCC2)nc1	0%	10%	1%	6	37%	2	-8%	11%
CCOC(=S)SCc1cn2cccc(C)c2n1	8%	10%	-1%	0	-15%	0	1%	-5%
S=c1[nH]nc(-c2ccccc2)n1/N=C/c1cccc(Br)c1	19%	23%	-1%	-11	-3%	1	0%	3%
O=C(/C=C/Nc1ccccc1)c1ccc(Cl)cc1Cl	18%	-17%	-12%	0	-4%	-9	15%	4%
Cc1ccc2nc(SCc3nc(-c4ccc(Cl)cc4)no3)[nH]c2c1	?	6%	.	.	19%	-9	.	.
CC(=O)c1c(C)cc(C)c(CSc2ccccn2)c1C	?	-1%	0%	14	0%	6	8%	13%
CCOC(=O)C1CN(S(=O)(=O)c2ccc(OC)cc2)c2cc(CC(=O)OC)ccc2O1 (stereo not given)	22%	-18%	-4%	-20	19%	0	0%	8%
O=C(Nc1cccnc1)c1noc2c1CCCC2	-8%	22%	8%	11	-12%	15	-8%	-5%
COc1cc(NC(=O)COC(=O)c2nc3nc(C)cc(C)n3n2)cc(OC)c1	-4%	3%	-3%	14	29%	5	4%	10%
NNC(=O)COc1ncn(-c2ccccc2)n1	9%	9%	-8%[57.1 µM]	12	3%	1	4%	-19%
COC(=O)c1ccc(CSc2cc(C)c3ccccc3n2)o1	?	-1%	-28%	0	41%	2	1%	22%
O=C(CSc1nnc(CNc2cccc(C(F)(F)F)c2)n1Cc1ccco1)NCc1ccco1	7%	2%	-1%	19	-8%	-1	4%	-1%
Cc1cccc(OCC(O)CNC(=O)c2ccccc2C(=O)O)c1 (stereo not given)	6%	-7%	11%	?	5%	0	2%	-2%
NC(=O)Nn1c(CCC(=O)O)ccc1-c1ccc(Cl)cc1	-24%	-11%	13%	-14	23%	-8	-4%	-2%
O=C(CN1CCN(S(=O)(=O)c2ccc(Br)cc2)CC1)N/N=C/c1cc([N+](=O)[O-])ccc1Cl	15%	11%	5%	-24	29%	-6	10%	7%
Cc1nc(-c2cn[nH]c2)c2cc(C)oc2n1	12%	6%	3%	8	12%	-1	2%	1%
Cc1ccc(N=Cc2c(C)[nH]n(-c3nc4ccccc4[nH]3)c2=O)cc1	-75%[inhibitor]	-74%[inhibitor]	-26%	-30	12%	-6	-61%[inhibitor]	-12%
COCCNCC(=O)Nc1ccc(OC(F)(F)F)cc1	-7%	5%	0%	4	1%	-13	1%	3%
O=C(c1cc2ccccc2oc1=O)N(c1ccc(Cl)cc1)C1C=CS(=O)(=O)C1 (stereo not given)	14%	13%	11%	7	.	-1	3%	0%
Cc1ccc(C(C)C)c(OCC(=O)Nc2ccc(N3CCOCC3)cc2N2CCOCC2)c1	14%	18%	14%	9	7%	5	22%	-13%
CC(=O)c1sc(N/N=C/c2cccc([N+](=O)[O-])c2)nc1C	0%	14%	1%	?	7%	-9	9%	9%
CCc1ccc(CCC(=O)Nc2nc(CC(C)=O)ns2)o1	10%	24%	-3%	18	28%	3	-10%	2%
CCc1nnc(NC(=O)CSc2nnc(CNC(=O)c3cc(OC)c(OC)c(OC)c3)o2)s1	12%	?	?	6	-4%	-7	8%	-12%
COC1=C(Nc2ccccc2)C(=O)c2ccccc2C1=O	13µM*	-48%[inhibitor]	-6%	3	13%	6	0%	7%
Cc1cccc(N2CCN(S(=O)(=O)c3ccc4c(c3)CCN4C(=O)CCC(=O)O)CC2C)c1 (stereo not given)	2%	3%	61%[activator]	-26	4%	-4	0%	13%
CCC(=O)N1CCc2cc(Br)cc(S(=O)(=O)N3CCCC(C(=O)O)C3)c21 (stereo not given)	6%	14%	3%	4	7%	21	-1%	4%
COc1ccc(CNC(=O)CN2C(=O)NC3(CCCCCCC3)C2=O)cc1	8%	7%	-4%	11	-7%	2	5%	5%
COc1ccc(CN2CCN(Cc3cccc(OC)c3)C(CCO)C2)cc1 (stereo not given)	-8%	-5%	-3%	-7	7%	-8	23%	13%
O=C(COC(=O)c1ccccc1F)Nc1ccc(S(=O)(=O)N2CCOCC2)cc1	-20%	-7%	21%	1	.	-8	-5%	-3%
Cc1cccc(C)c1C(O)c1ncc(-c2ccccc2F)[nH]1 (stereo not given)	-2%	-6%	-6%	-28	5%	-9	18%	4%
CC(C)Cc1ccc(CN2CCCC(NC(=O)c3ccoc3)C2)cc1 (stereo not given)	-13%	0%	11%	-27	.	-17	7%	-1%
COC(=O)c1ccc(CSc2nc3ccccc3o2)cc1	0%	-11%	6%	-25	30%	-2	0%	17%
COc1ccc(C)cc1Nc1n[n+](-c2ccccc2)c(-c2cccc(Cl)c2Cl)s1	35µM*	-1%	9%	-24	34%	-15	?	14%
CSc1n[nH]c(NC(=O)c2c(-c3c(Cl)cccc3Cl)noc2C)n1	20%	10%	-7%	10	-29%	10	1%	0%
COC(=O)CCc1c(C)c(C(=O)c2cccc(OC)c2OC)c2ccccn12	4%	-1%	-13%	-10	4%	-2	5%	7%
O=C(CCCCCCCCCCC(=O)NCc1cccnc1)NCc1cccnc1	-12%	-12%	5%	-4	20%	-2	-2%	6%
Cc1cnc(C(=O)OCC(=O)c2ccc(Br)s2)cn1	-20%	-7%	-8%	-15	22%	-8	-4%	11%
CC(C)(C)S(=O)(=O)N1C[C@H]2CC/C=C\C/C=C\2[C@@H]1CCO	0%	-12%	-12%	11	-4%	3	-9%	3%
Cc1ccc2c(c1)nnn2C1CCN(S(=O)(=O)c2ccc(C(=O)NC3CCCC3)cc2)CC1	-8%	-10%	-4%	-5	-6%	-4	-3%	-7%
O=C(CSc1nc(=O)n(CCN2CCOCC2)c2c1CCC2)Nc1cccc(Cl)c1	16%	-9%	.	.	18%	-1	.	.
O=C(O)/C=C/c1cn(-c2ccccc2)nc1-c1ccccc1	0%	-25%	1%	-9	-4%	2	?	-3%
O=C1c2ccccc2S(=O)(=O)c2cc(N3CCC4(CC3)OCCO4)ccc21	5%	-32%	11%	-18	-5%	26	-9%	112µM*
Cc1ccc(CSc2nnc(CNc3ccc(F)cc3)o2)cc1	0%	14%	-21%	5	21%	8	?	8%
CCCN(CCC)S(=O)(=O)c1ccc2c(c1)CCCN2C(C)=O	20%	10%	2%	16	18%	3	2%	-4%
CCn1c(SCC(=O)Nc2cccc(C)n2)nnc1-c1ccco1	-4%	10%	-1%	25	3%	-3	-4%	11%
COc1ccccc1C(=O)Nc1nc2nc(C)cc(=O)n2[nH]1	11%	-17%	.	.	2%	-4	.	.
COCCNC(=O)c1ccc2c(Cl)c3c(nc2c1)CCC3	0%	-7%	0%	-12	33%	-3	-1%	10%
O=C(CSc1ccc(-c2ccccc2)nn1)NCC1CCCO1 (stereo not given)	-15%[9.22 µM]	-16%	-2%	-2	5%	-4	-2%	11%
O=C(O)CNC(=O)C12CC3CC(CC(Cl)(C3)C1)C2	4%	8%	3%	-4	-16%	2	-1%	6%
O=C(NCc1ccc2c(c1)OCO2)c1cc([N+](=O)[O-])ccc1N1CCOCC1	2%	-12%	-4%	-9	7%	1	2%	-3%
O=C(O)/C=C\C(=O)Nc1ccccc1C(=O)N1CCN(c2ccc(Cl)cc2)CC1	23%	7%	-6%	30	-1%	-17	16%	10%
CCOC(=O)c1c(C)[nH]c(C)c1S(=O)(=O)NCCc1sccc1C	6%	2%	-12%	-7	-12%	-7	-4%	-1%
Cc1[nH]nc2c1C(c1cccc(O)c1)C1=C(CC(C)(C)CC1=O)N2 (stereo not given)	7%	16%	0%	-10	7%	0	0%	15%
CCOc1ccc(C(=O)N2CCC(c3nc4ccccc4o3)CC2)cc1	15%	4%	.	.	17%	5	.	.
CCNS(=O)(=O)c1cc(OC)c(Cl)cc1OC	0%	24%	1%	-7	.	-1	2%	8%
COc1ccc(-n2nnnc2C(c2cc3ccccc3o2)N2CCN(C/C=C/c3ccccc3)CC2)cc1 (stereo not given)	12%	-3%	5%	-98*	38%	-20	-10%	7%
O=C(OCc1ccc(Cl)cc1Cl)c1ccncc1	13%	5%	-1%	12	-3%	5	12%	5%

5 records picked at random from those above:
SMILES	TDP43 rescue	Abeta rescue	EPAC2 antagonist	DRD3 antagonist	FUS suppressor	D3 ag	aSyn rescue	EPAC2 agonist
CCOC(=O)c1c(C)[nH]c(C)c1S(=O)(=O)NCCc1sccc1C	6%	2%	-12%	-7	-12%	-7	-4%	-1%
O=C(CSc1ccc(-c2ccccc2)nn1)NCC1CCCO1 (stereo not given)	-15%[9.22 µM]	-16%	-2%	-2	5%	-4	-2%	11%
O=C(NCc1ccc2c(c1)OCO2)c1cc([N+](=O)[O-])ccc1N1CCOCC1	2%	-12%	-4%	-9	7%	1	2%	-3%
O=C(OCc1ccc(Cl)cc1Cl)c1ccncc1	13%	5%	-1%	12	-3%	5	12%	5%
COc1ccccc1C(=O)Nc1nc2nc(C)cc(=O)n2[nH]1	11%	-17%	.	.	2%	-4	.	.

Further records.
SMILES	TDP43 rescue	Abeta rescue	EPAC2 antagonist	DRD3 antagonist	FUS suppressor	D3 ag	aSyn rescue	EPAC2 agonist
COc1cccc(Oc2cn[nH]c2-c2ccc(O)cc2O)c1	-7%	17%	0%	14	16%	11	17%	7%
CCOC(=O)CCSc1nc(C)c2cc(C)c(C)cc2n1	-8%	11%	5%	0	34%	9	-3%	15%
CCOc1ccc(C(C)=O)cc1COc1ccc(-c2nnco2)cc1	5%	-5%	1%	-9	14%	4	?	-3%
Cc1ccc(C(=O)CCC(=O)OCC(=O)N(C)c2c(N)n(Cc3ccccc3)c(=O)[nH]c2=O)cc1	3%	10%	1%	4	5%	0	1%	-9%
CCOC(=O)c1ccc(NC(=O)c2nc[nH]c2C(=O)N[C@@H](C)C(=O)OC(C)(C)C)cc1	28µM*	-10%	-15%	0	-8%	2	6%	-4%
